# KDM5B inhibitor – KDM5B demethylase inhibition | Q9UGL1 | KDM5B demethylase, FDH-coupled NADH fluorescence (FDH is formaldehyde dehydrogenase) | Potency, µM (highest dose often 57.7 µM), inactives show top-dose activity change, negative = inhibition, most hits filed as inhibitors | 220,000 tested, 2.6% active; active means well fitted inhibition curve with a large enough effect; inconclusive means small, poorly fitted or top-dose-only effect; inactive means no such curve, though single readings can be large or run the other way; further: 0% is about no effect; nearly all actives have a fitted effect of over 70% in size
# Target sequence (Q9UGL1 whole entry, looked up): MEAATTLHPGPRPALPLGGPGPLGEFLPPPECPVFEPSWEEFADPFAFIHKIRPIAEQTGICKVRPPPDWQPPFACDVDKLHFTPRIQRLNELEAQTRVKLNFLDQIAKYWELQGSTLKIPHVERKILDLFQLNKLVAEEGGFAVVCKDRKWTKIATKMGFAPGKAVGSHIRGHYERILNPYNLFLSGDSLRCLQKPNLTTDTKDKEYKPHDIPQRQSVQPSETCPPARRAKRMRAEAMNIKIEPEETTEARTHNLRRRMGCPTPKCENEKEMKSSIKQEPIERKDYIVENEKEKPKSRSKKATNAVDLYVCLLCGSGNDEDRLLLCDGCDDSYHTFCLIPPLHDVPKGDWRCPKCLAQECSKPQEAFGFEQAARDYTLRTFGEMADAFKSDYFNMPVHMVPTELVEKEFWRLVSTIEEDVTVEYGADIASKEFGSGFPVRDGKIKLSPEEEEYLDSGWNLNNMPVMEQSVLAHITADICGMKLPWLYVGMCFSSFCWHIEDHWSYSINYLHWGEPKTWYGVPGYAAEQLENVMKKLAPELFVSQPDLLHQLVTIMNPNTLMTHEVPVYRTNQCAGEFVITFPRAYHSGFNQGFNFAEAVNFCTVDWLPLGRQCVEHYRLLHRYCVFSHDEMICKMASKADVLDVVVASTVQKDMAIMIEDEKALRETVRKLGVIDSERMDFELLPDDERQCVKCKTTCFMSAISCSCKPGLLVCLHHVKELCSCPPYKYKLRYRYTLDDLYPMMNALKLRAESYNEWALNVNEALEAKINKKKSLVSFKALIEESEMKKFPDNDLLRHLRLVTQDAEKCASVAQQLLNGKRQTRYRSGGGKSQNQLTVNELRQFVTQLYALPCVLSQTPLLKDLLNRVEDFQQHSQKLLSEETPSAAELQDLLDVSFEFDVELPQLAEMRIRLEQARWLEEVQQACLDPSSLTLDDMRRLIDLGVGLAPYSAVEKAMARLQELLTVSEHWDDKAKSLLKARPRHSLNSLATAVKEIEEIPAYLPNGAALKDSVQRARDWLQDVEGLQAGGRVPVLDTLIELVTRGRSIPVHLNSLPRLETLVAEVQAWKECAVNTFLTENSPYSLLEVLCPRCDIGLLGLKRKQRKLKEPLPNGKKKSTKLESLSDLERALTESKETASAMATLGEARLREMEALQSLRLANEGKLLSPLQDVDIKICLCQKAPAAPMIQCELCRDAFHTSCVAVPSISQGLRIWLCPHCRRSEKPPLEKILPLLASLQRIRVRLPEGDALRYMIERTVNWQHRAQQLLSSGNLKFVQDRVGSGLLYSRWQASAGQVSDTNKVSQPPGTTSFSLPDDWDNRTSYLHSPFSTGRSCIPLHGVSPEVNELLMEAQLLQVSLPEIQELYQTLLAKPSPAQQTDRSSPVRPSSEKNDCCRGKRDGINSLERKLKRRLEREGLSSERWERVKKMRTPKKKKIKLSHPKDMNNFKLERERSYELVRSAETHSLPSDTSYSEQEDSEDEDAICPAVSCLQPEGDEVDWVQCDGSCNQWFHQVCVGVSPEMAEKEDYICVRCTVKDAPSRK
#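 Inhibition is measured as reduced NADH fluorescence generation from FDH coupling to formaldehyde release. Truncated KDM5BΔAP at 200 nM final acts on H3K4me3 peptide (12.5 µM in substrate mix) in pH 7.5 HEPES buffer with Tween-20, 30 min, room temperature.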
# * marks the source's active call; other numbers are inactive results; i = inactive; ? = inconclusive; & = joins results of further samples; [ ] = remark or other dose. Potency means the concentration at half of the fitted maximal effect. The list is partial; count on the stated rates, not on these rows.
SMILES	KDM5B inhibitor
Cn1nc(-c2ccccc2)cc1[C@H]1CN2CC[C@H]1C[C@@H]2CNS(C)(=O)=O	-9%[86.2 µM]
O=C(Nc1ccc2n(c1=O)C[C@H]1C[C@@H]2CN(c2ncccn2)C1)c1ccccc1	-24%[86.2 µM]
CSCC(=O)Nc1ccc2n(c1=O)C[C@H]1C[C@@H]2CN(C(=O)CSCC(=O)O)C1	-37%[86.2 µM]
COc1ccc(C(=O)c2nc3ccccc3n2C(C)C)cc1OC	9%
CC1OC(OC2C(O)CC(OC3C(O)CC(OC4CCC5(C)C(CC[C@@H]6[C@@H]5CCC5(C)C(C7=CC(=O)OC7)C(O)CC65O)C4)OC3C)OC2C)CC(O)C1O (some centres undefined)	-1%
CC1CN2CCCCC2CN1 (centres undefined)	?
CC(NC(=O)Cn1cc(C(=O)c2ccccc2)c2ccccc21)c1ccccc1 (centres undefined)	?
CCN(C1CCOCC1)C1CNC1	-36%
N#Cc1ccccc1CN1CCN(c2ccccc2)CC1	-7%
N#CC1c2ccccc2-n2nncc2CN1C(=O)c1cccnc1 (centres undefined)	2%

# Next records:
SMILES	KDM5B inhibitor
O=C1Nc2ccccc2C12CCN(CC1CCCCC1)CC2	0%[149 µM]
CN1C(=O)NC(=O)C2(Cc3c(ccc4ccccc34)N(C)C2)C1=O (centres undefined)	-4%
O=c1[nH]c(=S)n(-c2ccccc2F)c(O)c1C=NCCN1CCNCC1	21%
CN(C(=O)COC(=O)c1cn(C)c2ccccc12)C1CCCCC1	-5%
COc1cccc([C@@]2(O)CCCC[C@@H]2CN(C)C)c1	24%
CC(C)(C)c1nc(CN2CCC3(CC2)C(=O)Nc2ccccc23)no1	-10%
Cc1ncc2c(n1)C[C@@H]1CC[C@H]2N1C(=O)CC1CCCCC1	-13%
Cc1ccccc1S(=O)(=O)N1[C@H]2CC[C@@H]1c1cnc(-c3ccc(F)cc3)nc1C2	-15%
Cn1nccc1C(=O)N1[C@H]2CC[C@@H]1c1cnc(-c3ccccc3)nc1C2	19%
OCC#CC[N+]1(CC#Cc2ccccc2)CCCC1	19%

# Later entries.
SMILES	KDM5B inhibitor
O=C1NCc2ccccc2CC12CCCN2Cc1ccc(Br)cn1 (centres undefined)	19%[115 µM]
COc1ccc(CN2CCN(C(=O)COc3ccccc3)CC2)c(OC)c1	?
Clc1ccc(-n2nnnc2C2(NC3CCCCC3)CCCCC2)cc1	19%
CCCNC(=O)OC[C@H]1C[C@@H]2CCN1C[C@@H]2c1cc(-c2ccccc2)nn1C	20%[86.2 µM]
CC(=O)OC1CCC2(/C=N/O)[C@H]3CCC4(C)C(C5=CC(=O)OC5)CCC4(O)[C@@H]3CCC2(O)C1 (some centres undefined)	2%
CCn1nccc1C(=O)N1[C@H]2CC[C@@H]1c1cnc(-c3ccc(F)cc3)nc1C2	19%
C=C[C@H]1CN2CC[C@H]1C[C@@H]2CNC(=O)c1ccc(C(F)(F)F)cc1	-21%[86.2 µM]
Cc1ccccc1CN1C(=O)CN=C(c2ccccc2)c2cc(Cl)ccc21	-2%
O=C1Nc2ccccc2C12CCN(Cc1cccnc1)C2 (centres undefined)	-15%[86.2 µM]
CCC(C)n1c(O)c(/C=N/Nc2nc3c(c(=O)n(C)c(=O)n3C)n2C)c(=O)[nH]c1=S (centres undefined)	?

# (listing goes on)
SMILES	KDM5B inhibitor
CCNC(=O)NC[C@H]1C[C@@H]2CCN1C[C@@H]2c1cc(-c2ccccc2)nc(C)n1	?
COc1ccccc1-c1cc([C@H]2CN3CC[C@H]2C[C@@H]3CNS(=O)(=O)c2ccc(NC(C)=O)cc2)n(C)n1	-12%
O=C(Nc1ccccc1Cl)OC1CN2CCC1CC2 (centres undefined)	-8%
CCN(CC)C[C@H]1CN2CC[C@H]1C[C@@H]2CNC(=O)NC(C)C	-3%[86.2 µM]
COc1ccc(-c2cc([C@H]3CN4CC[C@H]3C[C@@H]4CNC(=O)C3CCCCC3)n(C)n2)cc1	-16%
Cc1[nH]c2c(C)cccc2c1C(O)CN1CCCCC1 (centres undefined)	0%
CC1=C(C(=O)OCc2ccc3c(c2)OCO3)[C@H]2C[C@](C)(N1)Oc1ccccc12	-3%
CC(Oc1cccc(Cl)c1)C(=O)O (centres undefined)	13%
CS(=O)(=O)NNP(=O)(NNS(C)(=O)=O)NC(=O)c1ccccc1	-16%
Cc1nc(-c2ccc(N(C)C)cc2)cc([C@H]2CN3CC[C@H]2C[C@@H]3COC(=O)NC(C)C)n1	28µM*

# Remaining list, next part
SMILES	KDM5B inhibitor
O=C1NC(=O)N(c2ccccc2)C(=O)/C1=C\C=C\c1ccccc1	?
COc1ccc(C(=O)N2CCC3(CC2)C(=O)Nc2cc(OCC4CC4)c(OC)cc23)cc1	-6%[86.2 µM]
COc1cc(CNCCc2ccccc2)cc(OC)c1	-21%
Cc1c(C(=O)Cn2cnc3ccccc32)c2ccccc2n1C	0%
CC[C@H]1CN2CC[C@H]1C[C@@H]2CNC(=O)Nc1ccc(C(C)=O)cc1	4%[86.2 µM]
COc1cc2c(cc1OCC1CC1)NC(=O)C21CCN(CCC(C)C)CC1	-10%[86.2 µM]
COc1ccc(CN(C)CC2[C@H]3CNC[C@@H]23)c2cccnc12 (some centres undefined)	?
NNP(=O)(CC(=O)c1ccccc1)c1ccccc1 (centres undefined)	7%
COc1cncc(CN2CCC3(CC2)C(=O)Nc2cc(OCC4CC4)c(OC)cc23)c1	-9%[86.2 µM]
O=C(NC1CCCCC1)N1C[C@@H]2C[C@H](C1)c1c(-c3cccs3)ccc(=O)n1C2	?

# The listing continues.
SMILES	KDM5B inhibitor
CN1Cc2ccccc2-n2ccnc2C12CCN(C(=O)c1ccc(F)c(F)c1)CC2	21%
Cc1cc(/C=C2\C(=O)NC(=O)N(c3ccc(Cl)cc3)C2=O)c(C)n1-c1cccc(C(=O)O)c1	?
CC[C@H]1CN2CC[C@H]1C[C@@H]2CNC(=O)CSCC(=O)O	-14%[86.2 µM]
COc1ccc(-c2cc([C@H]3CN4CC[C@H]3C[C@@H]4CNC(=O)c3cccs3)n(C)n2)cc1	29%
COc1ccc(OC)c(S(=O)(=O)NC[C@H]2C[C@@H]3CCN2C[C@@H]3c2cc(-c3ccc4ccccc4c3)nn2C)c1	-9%
COc1cc(C(=O)NC[C@H]2C[C@@H]3CCN2C[C@@H]3c2cc(-c3ccco3)nc(C)n2)cc(OC)c1OC	?
CC(C)CC(=O)N1CCC2(CC1)NCc1ccccc1-n1ccnc12	5%
NCCc1c[nH]c2ccc(OCc3ccccc3)cc12	?
CC(=O)N1CC2(CCN(Cc3ccccn3)C2)Cc2ccccc21 (centres undefined)	?
C=C[C@H]1CN2CC[C@H]1C[C@@H]2CNS(=O)(=O)Cc1ccccc1	23%[86.2 µM]

# The results go on.
SMILES	KDM5B inhibitor
c1ccc(C(OCCN2CCN(c3ncccn3)CC2)c2ccccc2)cc1	-22%
C=C[C@H]1CN2CC[C@H]1C[C@@H]2CNC(=O)CC(C)(C)C	-15%[115 µM]
O=c1c2ccccc2nc(/C=C/c2ccccc2F)n1-c1cccc(O)c1	?
COc1cc2c(cc1Oc1cccc(N(C)C)c1)NC(=O)C21CCN(Cc2ccccc2)CC1	-6%
CCCNC(=O)COC(=O)c1cn(C)c2ccccc12	14%
CN1[C@@H](CCC(=O)NCc2cccnc2)CNC(=O)[C@H]2NCC[C@H]21	-7%[86.2 µM]
O=C(O)C1=NOC2CN(Cc3ccccn3)CC12 (centres undefined)	?
COc1cc2c(cc1OCc1ccncc1)NC(=O)C21CCN(C(C)=O)CC1	?
COc1ccc2c(c1)C1(CCN(C(=O)Nc3ccc4c(c3)OCCO4)C1)C(=O)N2C (centres undefined)	-1%
COc1cc2c(cc1OCc1ccncc1)NC(=O)C21CCN(c2ncc(F)cn2)CC1	?

# Look-ups from the results shown:
# KDM5B inhibitor with `c1ccc(C(OCCN2CCN(c3ncccn3)CC2)c2ccccc2)cc1` = -22%
# KDM5B inhibitor with `C=C[C@H]1CN2CC[C@H]1C[C@@H]2CNC(=O)CC(C)(C)C` = -15%[115 µM]

# Returning to the listing, starting seven compounds before the break.
SMILES	KDM5B inhibitor
COc1cc2c(cc1Oc1cccc(N(C)C)c1)NC(=O)C21CCN(Cc2ccccc2)CC1	-6%
CCCNC(=O)COC(=O)c1cn(C)c2ccccc12	14%
CN1[C@@H](CCC(=O)NCc2cccnc2)CNC(=O)[C@H]2NCC[C@H]21	-7%[86.2 µM]
O=C(O)C1=NOC2CN(Cc3ccccn3)CC12 (centres undefined)	?
COc1cc2c(cc1OCc1ccncc1)NC(=O)C21CCN(C(C)=O)CC1	?
COc1ccc2c(c1)C1(CCN(C(=O)Nc3ccc4c(c3)OCCO4)C1)C(=O)N2C (centres undefined)	-1%
COc1cc2c(cc1OCc1ccncc1)NC(=O)C21CCN(c2ncc(F)cn2)CC1	?
CCS(=O)(=O)N1[C@H]2CC[C@@H]1c1cnc(C)nc1C2	-6%
CCCS(=O)(=O)N1C[C@@H]2C[C@H](C1)c1ccc(-c3ccc4ccccc4c3)c(=O)n1C2	i
c1nc(CN2CCNCC2)cs1	6%
O=C(O)CCC(=O)N1C[C@@H]2C[C@H](C1)c1c(-c3cc4ccccc4s3)ccc(=O)n1C2	3%[86.2 µM]
O=C(NCc1ccc(F)cc1)[C@H]1CN2CC[C@H]1C[C@@H]2Cn1cc(C2(O)CCCC2)nn1	0%[86.2 µM]
NC(=O)c1ccc(N=Cc2c(O)n(Cc3ccco3)c(=O)[nH]c2=O)cc1	-17%
N#CCCNCc1cccnc1	5%
O=C1NC[C@H]2CN(Cc3nccs3)CCN12	0%[115 µM]
CCNC(=O)NC(=O)COC(=O)c1cn(C)c2ccccc12	15%
CC(C)(C)c1ccc(-c2cn(C[C@H]3CC4CCN3C[C@@H]4C(=O)NC3CCCCC3)nn2)cc1 (some centres undefined)	19%

# Continuation.
SMILES	KDM5B inhibitor
CC(=O)Nc1ccc(-c2ccc(=O)n3c2[C@@H]2C[C@@H](CN(C(=O)c4ccco4)C2)C3)cc1	?
CCC(=Nc1ccc2c(c1)CCC2)c1c(O)n(-c2ccc(OC)cc2)c(=O)[nH]c1=O	?
COc1ccc2c(c1)C1(CCN(C(=O)Nc3ccc(OC)c(OC)c3)C1)C(=O)N2 (centres undefined)	-8%
Cc1cccc(OCCNc2ccc([N+](=O)[O-])c3cccnc23)c1	-14%
O=C(Cc1ccc(F)cc1)N1CCN(C2CCN(Cc3cccnc3)C2=O)CC1 (centres undefined)	-23%
O=C(c1ccc2c(c1)OCO2)N1[C@H]2CC[C@@H]1c1cnc(-c3ccc(F)cc3)nc1C2	-16%
CN1CC(C(=O)c2cccc(C(F)(F)F)c2)C(c2ccc(Cl)cc2)C1 (centres undefined)	-1%
Cc1cc(OCC(=O)N2CCN(CCc3ccncc3)CC2)ccc1Cl	8%&-22%
Cc1cc(OC(=O)N(C)C)nc(-c2ccc(C)c(Cl)c2)n1	7%
CC[C@H]1CN2CC[C@H]1C[C@@H]2CNC(=O)Nc1cccc(C(F)(F)F)c1	-17%[86.2 µM]

# Other results
SMILES	KDM5B inhibitor
CCOC(=O)c1ccc(N2CC3CCC(C2)N3CC(F)(F)F)nn1	-11%[149 µM]
Cn1cc(C(=O)N2[C@H]3CC[C@@H]2c2cnc(-c4ccc(F)cc4)nc2C3)cn1	-15%
Cc1cc(C(C)(C)c2ccc(O)c(C)c2)ccc1O	?
O=C(c1ccc(F)cc1)N1C[C@@H]2C[C@H](C1)c1c(-c3cncnc3)ccc(=O)n1C2	-1%[86.2 µM]
NC(=O)C1=NO[C@@H]2CN(CC3CCCCC3)C[C@H]12	6%[115 µM]
COc1cc2c(cc1OCc1ccccc1)N(C(=O)C(C)C)CC21CCN(C)CC1	?
CCCn1c(C)c(C(=O)OCc2ccccc2)c2cc(O)ccc21	-29%
O=c1ccc(-c2ccc(Cl)cc2)c2n1C[C@H]1C[C@@H]2CN(S(=O)(=O)c2ccccc2)C1	-36%
CCn1cc(C(=O)N(Cc2ccc(F)cc2)C2CC2)c2ccccc21	20%
Cc1cc(CN2CCC3(C2)C(=O)N(C)c2ccccc23)no1 (centres undefined)	-11%[86.2 µM]

# Remaining list, next part:
SMILES	KDM5B inhibitor
COc1ccc(-c2cc([C@H]3CN4CC[C@H]3C[C@@H]4CNCc3ccccn3)n(C)n2)cc1	-17%[86.2 µM]
CN1C(=O)C(=Cc2coc3ccccc3c2=O)C(=O)N(C)C1=O	?
COc1ccc(CCNCc2ccccc2F)cc1OC	?
CCC1(OC(=O)c2ccccc2)CC(C)N(C)CC1C (centres undefined)	12%
CN1CCN([C@H]2[C@@H]3OC[C@@H](O3)[C@@H](NCc3ccccn3)[C@@H]2O)CC1	15%[86.2 µM]
C#C[C@H]1CN2CC[C@H]1C[C@@H]2CNC(=O)Nc1cc(OC)cc(OC)c1	-7%[86.2 µM]
CN1CCCC(C(=O)N2C3CCC2CN(Cc2cccnc2)C3)C1 (centres undefined)	21%[149 µM]
C[C@]12C=CC(=O)C=C1CC[C@@H]1[C@@H]2CC[C@@]2(C)[C@H]1CC[C@]2(C)O	12%
OC(CC#CCN1CCCCCC1)(c1ccccc1)C1CCCC1 (centres undefined)	-7%
COc1ccc(C(=O)N2C[C@@H]3C[C@H](C2)c2c(-c4ccc(Cl)cc4)ccc(=O)n2C3)cc1	?
C#CCN(C)C[C@H]1CN2CC[C@H]1C[C@@H]2CNS(=O)(=O)c1ccc(Cl)cc1	32%[activator][86.2 µM]
COc1ccc2[nH]c(C)c(CCNCc3cccc(F)c3)c2c1	?
COc1ccc(NC(=O)OC[C@H]2C[C@@H]3CCN2C[C@@H]3c2cc(-c3ccccc3OC)nn2C)cc1	-7%
